GPR55 activation – GPR55 agonists via beta-arrestin recruitment, primary screen, imaging, U2OS cells, beta-arrestin-GFP redistribution (AID 1961); G-protein coupled receptor 55 (Homo sapiens); U2OS GPR55 beta-arrestin-GFP redistribution imaging; higher % means a stronger effect; activation, % at 10 µM, or EC50 in µM where a hit was titrated; 290,000 compounds, 0.048% hits;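 active = activation above 40% with more than 50 cells counted in the well; inconclusive = wells holding fewer than 50 cells, flagged as toxic or sparse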;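 note: U2OS osteosarcoma cells stably expressing GPR55 and beta-arrestin-GFP; plate controls were DMSO negative control for no effect and LPI positive control for full effect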
Rac1 GTP hydrolysis – MgcRacGAP GTPase-activating activity inhibitors, confirmation, biochemical, ADP Hunter fluorescence | Rac GTPase-activating protein 1 (Homo sapiens) | MgcRacGAP-stimulated Rac1 GTP hydrolysis, ADP Hunter fluorescence; higher % means a stronger effect; GST-tagged Rac1 F28L mutant substrate | inhibition, % at 30 µM, or IC50 in µM where a hit was titrated | 340,000 compounds, 0.6% hits | AID 624330, 2012;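 active = first-screen hits whose inhibition reached a set limit at any dose in the follow-up dose series; inconclusive = inhibition above the set first-screen limit but never retested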;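 note: fluorescence reports GDP produced by GAP-driven GTP hydrolysis; strong numbers were not always called active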
NOD1 inhibition – NOD1 signaling inhibitors, primary screen, cell-based, luminescence, uHTS (AID 1578) | one-dose inhibition, % at 4 µM; EC50 in µM for titrated hits | NOD1-driven NF-kB luciferase reporter cells, luminescence; higher % means a stronger effect | 290,000 compounds, 1% hits; in the data active = inhibition mostly above about 36%, no sharp cut-off; inactive = mostly below about 34%;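 note: HEK-293T reporter cells stimulated with the NOD1 agonist gamma-tri-DAP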
GPR55 LPI antagonism – GPR55 antagonists blocking LPI-driven arrestin recruitment, primary screen, imaging, U2OS, beta-arrestin-GFP, LPI agonist (AID 2013). G-protein coupled receptor 55 (Homo sapiens). U2OS GPR55 beta-arrestin-GFP translocation imaging, LPI antagonism; higher % means a stronger effect. one-dose inhibition, % at 10 µM; IC50 in µM for titrated hits. 290,000 compounds, 0.13% hits;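 active = spots per cell inhibited over 60%, with over 100 cells counted and total cytoplasm intensity under 500,000; inconclusive = wells with under 100 cells, flagged as likely toxic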;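 note: U2OS cells stably carrying GPR55 and arrestin-GFP stimulated by 5 µM LPI near EC80; imaged beta-arrestin-GFP aggregate spots per cell after agonist stimulation; plate controls were LPI-stimulated DMSO wells for no effect and DMSO wells without LPI for full effect; some results filed as inactive read as strong as hits; confirmed hits need IC50 under 10 µM and bright autofluorescent wells are also inconclusive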
UTI89 phage lysis – inhibition of K1F phage lysis, E. coli UTI89, bacterial capsule biogenesis inhibitors, alamar blue (AID 488966); E. coli UTI89 K1F phage lysis, alamar blue, 2 h; higher % means a stronger effect; inhibition, % at 100 µM; hits with a dose series show IC50 in µM; 340,000 compounds, 0.02% hits;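 active = phage lysis inhibition, versus mean bacterial control, above a set limit; inconclusive = no clear call, values can overlap the other calls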;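 note: capsule biogenesis inhibitors block K1F phage lysis so surviving cells raise fluorescence; higher fluorescence means more inhibition of phage lysis; actives were called in the ten point dose series up to 300 µM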
GPR35 antagonists – GPR35 antagonists blocking zaprinast-driven arrestin recruitment, primary screen, imaging, U2OS, beta-arrestin-GFP, zaprinast agonist (AID 2058) | 290,000 compounds, 0.052% hits | U2OS GPR35 beta-arrestin-GFP translocation imaging, zaprinast antagonism; higher % means a stronger effect | inhibition, % at 10 µM; hits with a dose series show IC50 in µM;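 active = inhibition of at least 50% with at least 30 cells and total cytoplasm GFP at most 10,000,000; inconclusive = under 30 cells or total GFP of 10,000,000 plus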
NTR1 agonist – agonists of NTR1, primary screen, imaging, U2OS cells, beta-arrestin-GFP, high content (AID 493036). NTR1-U2OS beta-arrestin-GFP spot imaging, agonist mode. Neurotensin receptor type 1 (Homo sapiens), P30989. 330,000 compounds, 0.17% hits. activation, % at 20 µM;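 active = activation at or above 40% of the spot to cytoplasm intensity ratio, with at least 20 cells analyzed; inconclusive = wells under 20 cells, flagged as cytotoxic or low count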;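 note: 0% = DMSO without peptide and 100% = 100 nM NTR1 peptide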
Target sequence (P30989 whole entry, looked up): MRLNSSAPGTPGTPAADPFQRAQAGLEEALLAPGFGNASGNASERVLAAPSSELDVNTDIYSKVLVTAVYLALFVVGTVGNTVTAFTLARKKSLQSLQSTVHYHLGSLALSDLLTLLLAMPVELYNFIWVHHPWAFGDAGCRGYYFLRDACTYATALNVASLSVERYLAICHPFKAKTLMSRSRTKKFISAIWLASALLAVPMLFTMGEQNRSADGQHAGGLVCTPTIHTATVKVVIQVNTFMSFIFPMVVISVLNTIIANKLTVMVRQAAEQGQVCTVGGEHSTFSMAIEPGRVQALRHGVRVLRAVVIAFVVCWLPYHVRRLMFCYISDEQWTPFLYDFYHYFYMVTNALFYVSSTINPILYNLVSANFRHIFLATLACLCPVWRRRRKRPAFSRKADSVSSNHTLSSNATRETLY
KOR beta-arrestin-1 – KOR agonists, beta-arrestin recruitment, primary screen, cell-based, luminescence, uHTS (AID 1777); Kappa-type opioid receptor (Homo sapiens); KOR beta-arrestin recruitment, luminescence; higher % means a stronger effect; activation, % at 10 µM, or EC50 in µM where a hit was titrated; 280,000 compounds, 0.02% hits; in the data active = activation above about 50%, passing the limit was not always enough; note: a part of the inactive calls stands beside numbers as strong as those of hits
KOR beta-arrestin-2 – KOR antagonists, beta-arrestin recruitment, cell-based, luminescence, uHTS (AID 1778); Kappa-type opioid receptor (Homo sapiens); KOR beta-arrestin recruitment, luminescence, antagonist mode; higher % means a stronger effect; inhibition, % at 10 µM, or IC50 in µM where a hit was titrated; 290,000 compounds, 0.091% hits; in the data active = inhibition above about 50%; note: strong numbers were not always called active
NTR1 agonist cell count 20 µM – recorded beside NTR1 agonist, whose call it bears; cell count; measured here: cell count, cytotoxicity flag
The depositor's hits bear a star; ? = inconclusive; · = no result given; [ ] = dose if it differs, or a comment.

mol | GPR55 activation | Rac1 GTP hydrolysis | NOD1 inhibition | GPR55 LPI antagonism | UTI89 phage lysis | GPR35 antagonists | NTR1 agonist | NTR1 agonist cell count 20 µM | KOR beta-arrestin-1 | KOR beta-arrestin-2
O=c1oc2ccccc2c(Cl)c1CN1CCCCC1 | 2.0% | 3% | -25% | 15% | -0.5% | 12% | 9.1 | 46 | -6.0% | 7%[20 µM]
O=S(=O)(c1ccc(Br)cc1)N1CCN(c2cc(-c3ccccc3)nc3ncnn23)CC1 | -0.1% | 11% | 1% | -2% | 0.2% | -13% | 0.7 | 84 | -0.8% | 21%
Cc1ccc(Cn2cccc2/C=C2/C(=N)N3C=CSC3=NC2=O)cc1 | -0.4% | 5% | -32% | 18% | 1.1%[50 µM] | -9% | 1.5 | 44 | -1.8% | 12%
COc1ccc(Br)cc1CN(C)CC(=O)Nc1cc(Cl)ccc1Cl | -0.2% | 11% | 12% | 10% | 5.6% | 10% | 5.5 | 33 | -6.2% | -4%
CC(NC(=O)COc1ccccc1Cl)c1ccccc1 (stereo not drawn) | -0.1% | 4% | -10% | 2% | -0.2% | 11% | -0.4 | 78 | 0.6% | -12%
O=C(Nc1cccc(Br)c1)/C(=C\c1cccnc1)NC(=O)c1ccco1 | 0.8% | 6% | 4% | 1% | 0.7% | 4% | 0.1 | 65 | -1.4% | 6%
COc1ccc(C2CC(c3ccc(OC)cc3OC(C)=O)=NN2C(=O)c2ccccc2)cc1 (stereo not drawn) | -0.1% | 7% | 3% | 7% | -0.2%[50 µM] | -6% | 3.2 | 80 | -4.5% | 10%
CCN1CC=C2C(C#N)=C(N)C(C#N)(C#N)[C@H](c3cccc(OC)c3OC)[C@H]2C1 | -0.1% | 12% | · | ? | -1.0% | 100%* | -3.9 | 78 | -5.0% | 12%
CCOc1ccccc1CNC(=O)Cn1ccc2cc(S(=O)(=O)N3CCC(C)CC3)ccc21 | -0.3% | 7% | 5% | 11% | 0.5% | -2% | 3.4 | 62 | -4.2% | 3%
CCN(c1ccccc1)c1nc2nonc2nc1NCCO | -0.1% | 1% | 2% | -1% | -0.4% | -1% | 0.2 | 51 | -2.8% | 31%
COc1ccccc1CNC(=O)CCN1C(=O)COc2ccc(C)cc21 | 0.0% | 4% | -5% | -7% | -0.4% | -1% | -0.4 | 74 | 3.1% | -4%
COc1cccc(-c2c(C#N)c(N)nc3c2c(=O)nc2sccn23)c1 | 0.4% | · | -22% | 7% | · | -14% | 1.3 | 50 | -6.8% | -16%
Cc1cc(-n2cccn2)ccc1CN1CCN(CC(C)C)C(CCO)C1 (stereo not drawn) | 0.3% | 5% | 4% | 0% | -0.2% | -8% | -0.6 | 68 | 2.2% | 26%
Cc1ccc2cc([N+](=O)[O-])ccc2n1 | 0.2% | · | -15% | -2% | · | 3% | 0.6 | 50 | 3.6% | 7%
Cc1cccc(CN2CCc3c([nH]c4ccccc34)C2)c1 | -0.1% | · | -1% | -2% | 0.2% | 19% | 3.2 | 95 | -3.9% | -2%
Cc1cc(C)c(C#N)c(SCC(=O)NC(C)(C)C)n1 | -0.2% | 0% | -5% | 3% | -0.1% | -7% | -0.1 | 78 | -6.3% | 1%
Cc1cccc(-n2cnc(C(=O)N3CCN(C)CC3)c2)n1 | -0.1% | 8% | -22% | 4% | 0.2% | -8% | 0.3 | 50 | 0.4% | -55%[20 µM]
CCc1sc(N(C(=O)Cc2ccccc2)c2ccc(F)cc2)nc1-c1ccccc1 | 0.3% | 13% | 17% | 20% | 0.6% | -3% | 5.7 | 36 | 0.8% | -27%
CC(=O)Nc1ccc(C)c(NS(=O)(=O)c2cccc(C(F)(F)F)c2)c1 | 0.2% | 8% | -6% | 1% | -0.8% | 2% | 1.7 | 42 | -3.4% | 28%
COc1ccc2c(c1)c(CC(=O)Nc1nnc(C3CC3)s1)c(C)n2C(=O)c1ccc(Cl)cc1 | -0.1% | 9% | 65%* | -7% | -0.1% | -17% | 5.0 | 63 | 5.8% | -3%
CC(C)(C)CN1CCC(n2nccc2NC(=O)c2ccccc2Cl)CC1 | -0.1% | 6% | -21% | 10% | 0.0% | -7% | -1.1 | 43 | -6.0% | 31%
CC(=O)c1ncnn1CC(=O)c1ccc(Cl)cc1Cl | -0.4% | 6% | 7% | 12% | 1.6% | 0% | 0.6 | 63 | 3.1% | -1%
Cc1ccccc1OCCSc1nc2ncnc(N)c2[nH]1 | -0.1% | 2% | -2% | 2% | -0.1% | 16% | -0.1 | 56 | -3.6% | -13%[20 µM]
CC(=O)N1c2ccc(S(=O)(=O)N3CCC(C(=O)NCCc4ccc(Cl)cc4)CC3)cc2CC1C (stereo not drawn) | -0.4% | 10% | 26% | 4% | 1.8% | 4% | 0.4 | 69 | 2.7% | -31%
Cc1nn(-c2ccccc2)c2[nH]c(=O)c(CNc3ccc4c(c3)OCCO4)cc12 | 0.6% | 8% | -26% | 7% | -0.2% | 4% | -0.4 | 66 | 2.9% | -44%
COc1ccc(NC(=O)C2CCN(S(=O)(=O)c3cn(C)nc3C)CC2)cc1 | -0.4% | 6% | 25% | -9% | 0.2% | 2% | 0.2 | 69 | 8.7% | -69%
Cc1cc(Cl)ccc1NC(=S)NCCC(c1ccccc1)c1ccccc1 | -0.4% | 10% | -12% | 3% | 6.0% | 3% | 4.9 | 47 | 0.3% | 32%
CN(CC(=O)Nc1c(Cl)cccc1Cl)C(=O)Cc1ccc(S(=O)(=O)N2CCOCC2)s1 | -0.1% | 10% | -16% | 9% | 1.4%[50 µM] | -19% | -0.4 | 56 | 8.2% | -6%
CCN(Cc1cccc(F)c1)C(=O)c1ccc2ccccc2n1 | 0.6% | 6% | 4% | 2% | 0.2% | 3% | -0.4 | 47 | 0.1% | 14%
CCOC(=O)c1c(C)[nH]c(C(=O)/C(C#N)=C/c2ccc(OCC)cc2)c1C | -0.4% | 9% | -14% | -7% | 3.0% | -18% | 3.5 | 49 | 2.8% | -10%
CCc1cc(CNC(=O)CC2C(=O)NCCN2CC2CCCCC2)on1 (stereo not drawn) | 0.1% | 7% | -5% | 2% | 0.6% | -11% | 0.1 | 90 | · | -35%[20 µM]
CCOc1ccc(-n2c(CCc3ccccc3)n[nH]c2=S)cc1 | 0.2% | 1% | -24% | 4% | 0.0% | 4% | 3.1 | 70 | · | 6%[20 µM]
CCCCn1c(N)c(N(CC(C)C)C(=O)C2CC(=O)N(CCc3ccccc3)C2)c(=O)[nH]c1=O (stereo not drawn) | -0.1% | -2% | -19% | 14% | 1.6%[50 µM] | 11% | 1.4 | 55 | -7.3% | 7%
CN(Cc1ccc(F)cc1)C(=O)c1cccc(OC2CCN(C3CCCC3)CC2)c1 | 0.0% | 8% | -15% | 14% | 0.0% | -2% | -0.5 | 41 | -8.1% | -11%
COC(=O)c1c(C)[nH]c(C)c1-c1ccc([N+](=O)[O-])cc1 | -0.5% | -10% | -32% | 8% | -1.1% | -2% | -0.4 | 29 | -8.3% | 18%
C=CCn1c(SCC(=O)Nc2cc(C)on2)nc2sc(CC)cc2c1=O | 0.2% | -5% | 1% | -3% | 0.0% | 1% | -0.6 | 66 | -7.7% | -2%
Cn1c(SCc2nc3cc(C(=O)O)ccc3c(=O)[nH]2)nnc1C(F)(F)F | 0.2% | 3% | -19% | 9% | 0.3% | 6% | -0.1 | 62 | -1.6% | 35%[20 µM]
Cc1cccc(OCc2occc2C(=O)Nc2cccc(-n3cnnn3)c2)c1 | -0.1% | 15% | -6% | 6% | 0.0% | 3% | 6.8 | 57 | 0.4% | 3%
CC(=O)c1sc(=S)n(-c2ccccc2)c1C | -0.1% | -11% | 4% | -4% | -2.7% | -6% | -0.3 | 42 | -2.2% | 4%
Cc1ccccc1Nc1nnc(SCC(=O)N(C)C2CCS(=O)(=O)C2)s1 (stereo not drawn) | -0.1% | 10% | 4% | -8% | -0.2% | -8% | -0.1 | 70 | 1.7% | 2%
O=C(Nc1ncccn1)c1ccc([N+](=O)[O-])o1 | -0.3% | 1% | -26% | -2% | 0.1% | 41% | -1.3 | 19 | 3.8% | -33%
O=C1Nc2ccccc2N(O)N1c1cc(-c2ccc(Cl)cc2)[nH]n1 | -0.1% | 13% | -32% | -13% | 0.1% | 2% | 5.3 | 82 | -6.7% | -21%
Cc1ccc2cccc(OCC(=O)NCc3ccco3)c2n1 | -0.2% | 9% | -10% | -7% | 0.0% | 0% | -0.7 | 87 | 20% | -60%
COC(=O)c1ccc(C2Nc3ccccc3NC3=C2C(=O)CC(C)(C)C3)cc1 (stereo not drawn) | -0.1% | 16% | 12% | 6% | 1.1% | 15% | 0.9 | 41 | 2.7% | -1%
Cc1ccc(OCC(=O)NS(=O)(=O)c2ccc(Cl)cc2)cc1 | 0.1% | 1% | -7% | 3% | -0.4%[50 µM] | 5% | 0.5 | 58 | 0.8% | 0%
Cc1[nH]n(-c2ccccc2)c(=O)c1N=Nc1ccccc1C(=O)N1CCCCC1 | -1.9% | 8% | -10% | 0% | 0.3% | -9% | 3.0 | 67 | 2.3% | -8%
CCn1c(CN(C)c2ccccc2)nc2ccccc21 | 0.4% | 7% | -6% | -14% | 0.2% | -4% | 2.4 | 42 | 5.4% | -10%[20 µM]
O=C(CNS(=O)(=O)c1cccs1)NCc1ccc(F)cc1 | -0.2% | 11% | -38% | 12% | 0.2% | 9% | 0.1 | 52 | -4.6% | 14%
COc1ccc(NC(=S)NCCCN2CCCC2)cc1 | 0.3% | -5% | -4% | 4% | 0.0% | -14% | -0.8 | 31 | -6.7% | 4%[20 µM]
C=CCc1ccccc1OCC(O)CNC(=O)c1ccccc1C(=O)O (stereo not drawn) | -0.2% | 13% | -5% | -8% | 0.1% | -8% | 4.4 | 65 | -1.0% | 21%
COc1ccc(CCn2c(N)c(C#N)c3nc4ccccc4nc32)cc1OC | 0.2% | 5% | -1% | 12% | 1.4% | -4% | 0.2 | 61 | -0.6% | -2%

Some of the compounds tested; rates above refer to the full screens.
